RMI FANCM FP: inhibitors of human RMI core complex binding to FANCM MM2 | 0.58% of 70,000 active | Fluorescence polarization, RMI core complex with F-MM2 peptide; stronger effect = lower value | FP signal (polarization) at 33 µM; in the data active = FP signal below about 40; note: inactives centre near 61; strong numbers were not always called active; unit not given here
The depositor's hits bear a star; & = joins results of further samples.

SMILES | RMI FANCM FP
O=C(Cc1ccc([N+](=O)[O-])cc1)N/N=C\c1ccc(Br)cc1 | 59
Cc1ccc(S(=O)(=O)OC2C3CCCC2CN(C)C3)cc1 (centres undefined) | 55
COc1ccc(NC(=O)C23CC4CC(CC(C4)C2)C3)c([N+](=O)[O-])c1 | 57
COc1ccc2nc(-c3ccc(Cl)c(NC(=O)Cc4ccc(F)cc4)c3)cn2n1 | 118
CC(C)NC(=O)c1ccc(=O)n(C)n1 | 59
Cc1ccccc1COC(=O)c1nnn(-c2ccccc2Br)c1C | 68
COc1cccc(Nc2n[nH]nc2C(=O)Nc2ccccc2Br)c1 | 55
COc1cccc(N2CC(C(=O)Nc3nnc(SCC(=O)Nc4cc(C)on4)s3)CC2=O)c1 (centres undefined) | 58
COc1c(Br)cc(S(=O)(=O)c2cc(Br)c(OCC(Br)CBr)c(Br)c2)cc1Br (centres undefined) | 64
Nc1c2c(nc3c1CCC3)CCCC2 | 58
CSc1nc2ccc(NC(=O)NC(=O)c3ccccc3[N+](=O)[O-])cc2s1 | 53
COc1ccc(Cl)c2sc(NCCCN(C)C)nc12 | 85
CCOC(=O)c1cc2cc(Br)cc(Br)c2oc1=O | 55
Cc1cc(=O)n2c(-c3cccc(NC(=O)c4ccccc4C(F)(F)F)c3)csc2n1 | 63
COc1ncnc2c1sc1ncccc12 | 54
Cc1ccc(S(=O)(=O)CCC(=O)Nc2nnc(Cc3cccs3)o2)cc1 | 69
C[C@H]1O[C@@H](O[C@H]2[C@@H](O)C[C@H](O[C@H]3[C@@H](O)C[C@H](O[C@H]4CC[C@]5(C)C6C[C@@H](O)[C@]7(C)[C@@H](C8=CC(=O)OC8)CC[C@]7(O)C6CC[C@@H]5C4)O[C@@H]3C)O[C@@H]2C)C[C@H](O)[C@@H]1O (some centres undefined) | 64
Cc1cn2c3c(=O)n(C)c(=O)n(C)c3nc2n1CCN1CCN(Cc2ccccc2Cl)CC1 | 59
CC(=O)Nc1ccc(S(=O)(=O)Nc2ccc(S(=O)(=O)Nc3ccc(F)cc3)cc2)cc1 | 69
O=C(CSc1ccc([N+](=O)[O-])cn1)Nc1ccc(F)cc1F | 57
O=c1c(C(CN2CCCCC2)c2ccccc2Cl)nc(-c2ccccc2)nn1CN1CCCCC1 (centres undefined) | 60
Cn1c(Cn2c3ccccc3c3ccccc32)nnc1Sc1ncccc1[N+](=O)[O-] | 59
CCOc1ccc(C(=O)Nc2ccc3c(c2)N(C)C(=O)C(C)(C)CO3)cc1OCC | 67
CC(C)(CC(=O)NCc1ccc(F)cc1)CC1=NS(=O)(=O)c2ccccc2N1 | 65
CC[n+]1c(-c2ccc(C)cc2)csc1Nc1ccc(NC(C)=O)cc1 | 54

Next section; the last two above are carried over.
SMILES | RMI FANCM FP
CC(C)(CC(=O)NCc1ccc(F)cc1)CC1=NS(=O)(=O)c2ccccc2N1 | 65
CC[n+]1c(-c2ccc(C)cc2)csc1Nc1ccc(NC(C)=O)cc1 | 54
O=C(/C=C/c1ccccc1)Nc1ccc(S(=O)(=O)N2CCc3ccccc32)cc1 | 69
CCCOC(=O)CCC(=O)NC(=S)Nc1nccs1 | 67
CC(C)N1CCC(CNC(=O)Cc2ccc(F)cc2)CC1 | 64
CCOc1ccc(N2CCn3c(SCC(=O)Nc4cc(C)on4)nnc32)cc1 | 58
O=c1ccc(-c2ccccc2)nn1Cc1ccccc1Cl | 54
CCN1CCN(CC(=O)NCCc2ccc(OC)c(OC)c2)C(=O)C1=O | 58
O=C(N/N=C\c1c(Sc2nc3ccccc3s2)nc2ccccn2c1=O)c1ccccc1O | 64
COc1ccc2cc3[n+](cc2c1OC)CCc1cc2c(cc1-3)OCO2 | 68&118
Cc1ccc(Cl)cc1NC(=O)CN1CCC(C)CC1 | 66
O=S(=O)(NCCOc1cc(N2CCCCC2)ncn1)c1ccc(OC(F)(F)F)cc1 | 63
Cc1cc2c(Nc3ccccc3O)ncnc2s1 | 61
O=C(NCc1cccnc1)c1ccc(OCc2ccc3ccccc3n2)cc1 | 61
Cc1ccc(NC(=O)CCSc2nnc3scc(-c4ccc(Cl)cc4)n23)cc1 | 68
Cc1nc(-n2nc(-c3cccs3)cc2NC(=O)c2c(F)cccc2F)[nH]c(=O)c1C | 64
O=C(Nc1nc(-c2ccccc2)ns1)c1cccc([N+](=O)[O-])c1 | 73
CC1CCc2c(sc(NC(=O)CSc3nc4ccccc4[nH]3)c2C#N)C1 (centres undefined) | 54
COc1ccc2nc(-c3ccc(Cl)c(NC(=O)c4cc(Cl)ccc4OC)c3)cn2n1 | 72
CCOC(=O)c1ccc(-n2nnc(/C=C/C=C/N3CCCC3)n2)cc1 | 117
CCOc1cccc(NC(=O)c2nc(C)oc2C(F)(F)F)c1 | 61
COc1ccc(CC(=O)Nc2ccc3c(c2)CCC(=O)N3)cc1OC | 56
Fc1ccccc1C1C2=C(Nc3nnnn31)c1cc(Cl)ccc1OC2c1cccs1 (centres undefined) | 67
Cc1noc(C)c1-c1nc(COc2ccc(/C=C(/C#N)S(C)(=O)=O)cc2)no1 | 55
O=C(Oc1ccccc1)c1csc(-c2cccnc2)n1 | 52
N#C/C(=C\c1c[nH]c2ccccc12)C(=O)c1ccc(O)c(O)c1 | 57
O=C(Cc1ccc(Cl)cc1)NCCOc1ccc2nnc(-c3ccccc3)n2n1 | 71
Carrying on.
SMILES | RMI FANCM FP
CC(=O)Nc1ccc(C(=O)NCCNS(=O)(=O)c2cccc(Cl)c2Cl)cc1 | 62
Cc1cccc(NC(=O)COc2cccc3ccc(N4CCN(C(=O)c5ccco5)CC4)nc23)c1 | 74
N#C/C(=C\c1ccc(-c2ccc(C(F)(F)F)cc2[N+](=O)[O-])o1)S(=O)(=O)c1ccccc1 | 46
O=[N+]([O-])c1ccc(S(=O)(=O)NCCOc2ccccc2)cc1 | 59
COC(=O)NNC(=O)NC1CC(=O)N(c2ccc3c(c2)OCCO3)C1 (centres undefined) | 53
Cc1onc(-c2ccccc2)c1CNS(=O)(=O)c1ccc(N2CCOCC2)nc1 | 64
Cc1ccc(C)c(NC(=O)CN2C(=O)Nc3ccccc3S2(=O)=O)c1 | 63
COC(=O)c1ccc(CSc2nnc(CCCN3C(=O)c4cccc5cccc(c45)C3=O)n2-c2ccccc2)cc1 | 62
CCOc1ccc(C(C)C)cc1S(=O)(=O)NCCn1nc(-c2cccs2)ccc1=O | 55
O=C(NCCc1c[nH]c2ccccc12)C1CCCN(c2ccc(-c3cccs3)nn2)C1 (centres undefined) | 69
CCOC(=O)c1c(NC(=O)CSc2nnc3scc(-c4ccc(Cl)cc4)n23)sc(C)c1C | 79
O=C(NCc1cccnc1)C(=O)Nc1ccccc1Oc1ccc(Cl)cc1Cl | 48
COC(=O)Cc1csc(=Nc2ccccc2)n1-c1ccccc1 | 57
Cc1cc(C(=O)O/N=C(/N)CSc2ncccc2C(F)(F)F)no1 | 56
O=C1C2N=NN(c3ccccc3)C2C(=O)N1c1cccc(Cl)c1 (centres undefined) | 63
Cc1ccc(-c2cc(CC(=O)NCc3ccco3)no2)cc1 | 63
CCOC(=O)n1ccn(C)c1=S | 62
O=C(NCc1ccc(-c2cccs2)s1)c1ccc([N+](=O)[O-])s1 | 53
NC(=O)C(=Cc1ccco1)C(N)=O | 53
CCC(C)N(CN1C(=S)SC2=NC(=O)CCCN21)C(C)CC (centres undefined) | 62
CN1C(=O)c2cccc3c(C(=O)c4ccccc4)ccc(c23)C1=O | 62
O/N=C\c1ccc(F)c(Cl)c1 | 54
Cc1cc(NC(=O)c2ccc(F)c(F)c2)n(-c2nc3c(c(=O)[nH]2)CCC3)n1 | 55
Cc1nc2scc(-c3cccc(NS(=O)(=O)c4ccc(F)cc4)c3)n2c(=O)c1C | 66
O=C(CCn1cccc(C(F)(F)F)c1=O)Nc1ccc(Cl)cc1 | 55

Fetched by compound from the list above (6):
SMILES | RMI FANCM FP
NC(=O)C(=Cc1ccco1)C(N)=O | 53
COC(=O)NNC(=O)NC1CC(=O)N(c2ccc3c(c2)OCCO3)C1 (centres undefined) | 53
Cc1ccc(C)c(NC(=O)CN2C(=O)Nc3ccccc3S2(=O)=O)c1 | 63
Cc1ccc(-c2cc(CC(=O)NCc3ccco3)no2)cc1 | 63
O=C(CCn1cccc(C(F)(F)F)c1=O)Nc1ccc(Cl)cc1 | 55
N#C/C(=C\c1ccc(-c2ccc(C(F)(F)F)cc2[N+](=O)[O-])o1)S(=O)(=O)c1ccccc1 | 46

The listing picks up with the five entries that preceded the break.
SMILES | RMI FANCM FP
CN1C(=O)c2cccc3c(C(=O)c4ccccc4)ccc(c23)C1=O | 62
O/N=C\c1ccc(F)c(Cl)c1 | 54
Cc1cc(NC(=O)c2ccc(F)c(F)c2)n(-c2nc3c(c(=O)[nH]2)CCC3)n1 | 55
Cc1nc2scc(-c3cccc(NS(=O)(=O)c4ccc(F)cc4)c3)n2c(=O)c1C | 66
O=C(CCn1cccc(C(F)(F)F)c1=O)Nc1ccc(Cl)cc1 | 55
Nc1nc(Cc2ccccc2)cs1 | 55
Cc1nc2ccc3nc(NC(=O)CSc4ccc(F)cc4)sc3c2s1 | 77
O=C(Nc1ccc(F)cc1)N1CCC(c2nnc(-c3ccco3)s2)CC1 | 63
COCCn1c(SCc2nc(-c3cc(OC)c(OC)c(OC)c3)oc2C)nc2ccccc2c1=O | 62
CCOc1ccc(-c2cn3c(CC(=O)NCc4ccccc4)csc3n2)cc1 | 64
CC(C)(CC(=O)Nc1cccnc1)Sc1ccc(Cl)cc1 | 51
CCOC(=O)/C=C(\C)Nc1ccc(OC)cc1 | 54
O=C(c1ccccc1)N1CCc2ccc(NC(=O)C34CC5CC(CC(C5)C3)C4)cc2C1 | 68
Cc1noc(C)c1CCc1nc(-c2ccc(Cl)cc2)no1 | 64
CC(=O)N1N=C(c2cccc(NS(C)(=O)=O)c2)CC1c1cn(-c2ccccc2)nc1-c1ccccc1 (centres undefined) | 62
Cc1cc(NC(=O)CCCn2cnc([N+](=O)[O-])n2)no1 | 56
O=c1c2c([nH]c(=S)n1-c1ccc(Cl)cc1)CCS2 | 58
O=C(NCCS(=O)(=O)N1CCC2(CC1)OCCO2)c1ccccc1 | 55
Cn1c(O)cc(=O)n(C)c1=O | 73
Cc1c(O)ccc(C(=O)CN2CCN(c3cccc(Cl)c3)CC2)c1O | 59
CN1CCN(C(CNC(=O)C(=O)NC2CCCCC2)c2ccc3c(c2)CCCN3C)CC1 (centres undefined) | 63
CCc1ccc(S(=O)(=O)N2CCN(c3ccc(-c4ccc(C)cc4C)nn3)CC2)s1 | 80
COc1ccc(SCCc2nnc(SCC(=O)Nc3ccc(F)cc3)n2C2CC2)cc1 | 62
Cc1cc(C)nc(SC2c3cccc4cccc(c34)C2NS(=O)(=O)c2ccccc2)n1 (centres undefined) | 58
CC(=O)n1cc(-c2nsc(Nc3ccccc3)n2)c(C)n1 | 53
CCc1ccc(-c2csc(NC(=O)CN3C(=O)c4ccccc4C3=O)n2)cc1 | 75
COc1ccc(C(=O)CSc2nc(-c3ccccc3C)ns2)cc1 | 65
O=C(CSc1nnc(NC(=O)c2ccc(Cl)c([N+](=O)[O-])c2)s1)Nc1ccccc1 | 54
CC(C)(C)c1csc(NC(=O)C23CC4CC(CC(C4)C2)C3)n1 | 77
O=C1Sc2ccc(Br)c3cccc1c23 | 55
The listing continues:
SMILES | RMI FANCM FP
CCCCNC(=O)C(=O)Nc1cccc(Cl)c1C | 52
O=C(Nc1ccc(SC(F)F)cc1)c1cc2ccccc2oc1=O | 76
COc1ccc(/C=C\C(=O)Nc2c(C(=O)Nc3ccc(Cl)cc3)oc3ccccc23)cc1OC | 104
CC(=O)c1cc([N+](=O)[O-])ccc1Sc1ccccn1 | 55
CCn1ccc(C(=O)Nc2c3c(nn2C)CCC3)n1 | 61
Cc1ccc(N)cc1NS(C)(=O)=O | 52
CCOC(=O)c1ccc(NC(=O)COc2cccc3ccc(N4CCC(C(N)=O)CC4)nc23)cc1 | 51
CC(C)CC(=O)NCC(c1ccco1)N1CCc2ccccc21 (centres undefined) | 53
c1coc(-c2nn3c(-c4ccco4)nnc3s2)c1 | 59
O=C(NCc1ccsc1)C1CCCCN1 (centres undefined) | 59
O=C(NCCN1CCN(c2ccccc2F)CC1)C(=O)Nc1ccc(F)cc1 | 65
CCc1ccc(NC2CC(=O)N(c3ccccc3OC)C2=O)cc1 (centres undefined) | 53
CC(=O)Nc1ccc(C(=O)NCCNC(=O)C2c3ccccc3Oc3ccccc32)cc1 | 65&69
CC(C)c1nnc(SCC(=O)Nc2ccc(C(N)=O)cc2)c2c1cnn2-c1ccc(F)cc1 | 59
NCC1CN(c2ccc(F)cc2)C(=O)O1 (centres undefined) | 65
CCN1C(=O)CC(NC23CC4CC(CC(C4)C2)C3)C1=O (centres undefined) | 51
O=C(COc1ccc(Cl)cc1)Nc1ccc2c(c1)N(C(=O)C1CCCO1)CC2 (centres undefined) | 66
CCOC(=O)C(=CNNc1ccccc1)C(=O)OCC | 60
O=C(C1=NOC2(C(=O)c3ccccc3C2=O)C1c1ccccc1)c1cccs1 (centres undefined) | 61
COc1ccc(S(=O)(=O)c2cnc(SCC(=O)Nc3cccc(C(F)(F)F)c3)[nH]c2=O)cc1 | 59
O=[N+]([O-])c1cc(S(=O)(=O)N2CCc3ccccc3C2)ccc1N1CCc2ccccc2C1 | 58
CN(C)S(=O)(=O)c1ccc(NC(=O)c2ccccn2)cc1 | 60
COc1ccc2nc(-c3ccc(C)c(NC(=O)c4ccc(F)cc4)c3)cn2n1 | 74
CCOC(=O)CSc1nnc(-c2ccccc2)c2sc(C)nc12 | 59
O=C(OCCn1c2ccccc2c2nc3ccccc3nc21)c1cccnc1 | 55
CCN1C(=O)Cc2cc(NC(=O)Cc3ccc(Cl)cc3)ccc21 | 55
CN1CCN(c2ccc(NS(=O)(=O)c3cccc4nonc34)cc2)CC1 | 55

Only part of the results is shown; count on the stated rates, not on these rows.
